Screens: PubChem, Broad Institute
DENV2 CPE: protects cells from dengue virus 2 cytopathic effect; CPE inhibition, % at 9.99 µM; DENV2-infected cells, cytopathic effect rescue, plate reader; 350,000 compounds, 1.7% hits; in the data active = CPE inhibition above about 20%, passing the limit was not always enough; inconclusive = no clear call, values can overlap the other calls; tested in BHK-21 cells;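 note: 0% = median of neutral control wells and 100% = median of positive control wells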
miR-122 sensor: inhibitors of miR-122 in Huh7 cells | Huh7 miR-122 Renilla luciferase sensor, 48 h; neutral wells = 0, positive control = 100 | activation (reporter increase), % at 12.5 µM | 340,000 compounds, 0.3% hits | AID 602342;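 active = mean replicate activation score at least 90 and every replicate individually at or above 90; inconclusive = only one of the two criteria met; inactive = neither criterion met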;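 note: higher luciferase means less miR-122 activity so hits act as miR-122 inhibitors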
INS-1E GSIS act: GLuc luminescence reporter in INS-1E cells, primary screen for activators of glucose-dependent secretion of insulin; INS-1E GLuc reporter insulin secretion, 2-3 h; activation, % at 16.6 µM; 370,000 compounds, 0.61% hits; AID 743287;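 active = lowest replicate activation of at least 40%, so every replicate reaches that level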;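 note: 0% = median of neutral control wells and 100% = median of IBMX positive control wells; some compounds called inactive have numbers as strong as hits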
CFTR F508del cor: correctors of CFTR F508del function in bronchial epithelial cells; CFBE cells, YFP halide quenching; stimulated with forskolin plus potentiator P3; % fluorescence drop versus neutral controls; activity (quench increase), % at 7.58 µM; 350,000 compounds, 0.36% hits; AID 720511;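 active = mean added fluorescence quench of at least 8% versus neutral control, with both replicates also reaching 8%; inconclusive = only one of the mean or replicate conditions met; inactive = mean below 8% and not both replicates reaching 8%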;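 note: cells transiently co-express mutant CFTR-F508del with the halide-sensitive YFP; corrector assay measuring rescue of mutant channel to the surface after 24 h compound exposure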
FN deposit inh: fibronectin deposition inhibition; inhibition, % at 12.6 µM; 350,000 compounds, 0.086% hits; AH1F fibroblasts, Alexa488-fibronectin deposition fluorescence, overnight;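 active = mean inhibition across replicates of 30% or more, regardless of how many single replicates reach that level; inconclusive = mean under 30% yet at least half of replicates reach 30%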;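 note: positive control wells lacked labelled fibronectin entirely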
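Material: AH1F fibroblasts assembling fluorescent fibronectin matrix; amount: 10000 AH1F cells/well; medium: DMEM, 2% serum; reagent: Alexa488-fibronectin, 24 nM final in well; dosing: single compound dose, delivered by pin transfer; incubation: 1 h adhesion, overnight exposure; detection: fluorescence after three HBSS washes, excitation 485 nm, emission 525 nm; measure: fibronectin deposition inhibition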
PAX8 inh HTS: lowers PAX8-driven luciferase in RMG-I cells; RMG-I TPO-luciferase reporter, SteadyGlo, 24 h; inhibition, % at 12.6 µM; AID 652154; 360,000 compounds, 1.2% hits;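 active = mean replicate inhibition at least 60% with every replicate also reaching 60%; inconclusive = only one of the two criteria is met; inactive = mean below 60% and not all replicates reaching 60%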;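 note: luciferase light reporting Pax8 driven TPO promoter activity; plate controls were median of neutral control wells for no effect and mitoxantrone controls for full effect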
EWS-Fli block: EWS/Fli transcriptional activity inhibition. A673 NR0B1-luciferase reporter, viability-normalised. inhibition, % at 12.6 µM. 350,000 compounds, 0.67% hits;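 active = mean inhibition of at least 50% after viability correction, with every replicate also passing that limit; inconclusive = mean reaches 50% but only one of two replicates passes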;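 note: firefly luciferase signal divided by Alamar Blue viability fluorescence both relative to DMSO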
* hit, by the source's call; ? = inconclusive; . = not tested or not shown; & = joins results of further samples; [ ] = another dose, or the depositor's remark.

Short keys – A = DENV2 CPE; B = miR-122 sensor; C = INS-1E GSIS act; D = CFTR F508del cor; E = FN deposit inh; F = PAX8 inh HTS; G = EWS-Fli block
Cc1ccc(C(c2nnnn2Cc2cccs2)N2CCN(C(=O)c3ccco3)CC2)cc1 (stereo not drawn)
  A: . | B: 16.5 | C: . | D: . | E: -5.7 | F: 20.2 | G: .
O=C(CSc1n[nH]c(-c2ccco2)n1)Nc1ccccc1Cl
  A: 10.1 | B: -5.9 | C: 6.8 | D: 2.1 | E: 7.8 | F: 9.9 | G: -2.6
CCCNS(=O)(=O)c1ccc(CCC(=O)N2CCOCC2)cc1
  A: . | B: 3.6 | C: 6.2 | D: . | E: 6.8 | F: 7.0 | G: .
C[C@@H]1CN([C@@H](C)CO)C(=O)c2cc(NC(=O)CCC(F)(F)F)ccc2O[C@@H]1CN(C)Cc1ccc(C(=O)Nc2ccccc2N)cc1
  A: 17.6 | B: 7.2[16.7 µM] | C: 17.1 | D: 1.7 | E: . | F: . | G: 24.3
COc1cc(C(=O)N(C)Cc2cccc(OC)c2OC)ccc1OCC(=O)Nc1cccc(C(F)(F)F)c1
  A: -2.1 | B: 5.0 | C: -60.7 | D: 1.7 | E: 16.8 | F: . | G: 33.1
COc1ccc(S(=O)(=O)N(C)C[C@H]2Oc3ccc(NS(=O)(=O)c4ccc(F)cc4)cc3C(=O)N([C@@H](C)CO)C[C@@H]2C)cc1
  A: 3.9 | B: 5.0[16.7 µM] | C: -17.3 | D: -1.5 | E: . | F: -18.6 | G: -4.4
CCOc1ccccc1OCC(=O)Nc1cc2c(cc1C(=O)O)OCCCO2
  A: 3.3 | B: . | C: -0.1 | D: -1.9 | E: 1.3 | F: 5.0 | G: -20.3
O=C(c1ccc(CS(=O)Cc2ccc(Cl)cc2)o1)N1CCN(c2cccc(Cl)c2)CC1 (stereo not drawn)
  A: -2.7 | B: -1.7 | C: -21.0 | D: -0.6 | E: -11.3 | F: 25.2 | G: -17.6
COc1ccc(N(CC(=O)NCc2ccccc2Cl)S(=O)(=O)c2c(C)n[nH]c2C)cc1
  A: -1.1 | B: 4.6 | C: -5.5 | D: 2.4 | E: -2.6 | F: -8.8 | G: .
COc1ccc2c(c1OC)C(=O)OC2n1c(O)c(N=NC(C)=O)c2ccccc21 (stereo not drawn)
  A: 1.8 | B: 2.3 | C: -1.0 | D: 0.0 | E: -1.4 | F: -4.5 | G: -1.9
COc1ccc(CCNC(=O)c2ccc(S(=O)(=O)N(C)c3ccccc3)cc2)cc1OC
  A: 3.0 | B: -3.4 | C: -26.4 | D: 1.3 | E: -0.8 | F: -3.6 | G: 14.6
CC(C)(C)NC(=O)C(c1ccccc1F)n1c(=O)c(-c2ccco2)nc2ccccc21 (stereo not drawn)
  A: -9.5 | B: . | C: -22.0 | D: -0.9 | E: -8.6 | F: -0.1 | G: -8.0
Cc1ccc2nc(N/N=C/c3ccccc3F)nc(-c3ccccc3)c2c1
  A: . | B: . | C: 4.2 | D: . | E: 8.0 | F: 7.3 | G: .
CO[C@@H]1CN(C)C(=O)c2cc(NC(=O)C3CCC3)ccc2OC[C@H](C)N(CC2CCCCC2)C[C@H]1C
  A: -6.8 | B: . | C: -34.6 | D: -2.6 | E: -7.4 | F: 10.7 | G: 13.4
CCOc1ccc(N=C2SCC(=O)N2CC)cc1
  A: -0.7 | B: -1.8 | C: -2.0 | D: 1.1 | E: 2.5 | F: -8.8 | G: -2.2
NC(=O)c1ccc(C23CC4CC(CC(C4)C2)C3)o1
  A: . | B: . | C: -2.0 | D: -2.3 | E: -8.6 | F: 36.1 | G: -5.5
COC(=O)Cc1[nH]nc2c1C(c1c[nH]c3ccccc13)C(C#N)=C(N)O2 (stereo not drawn)
  A: . | B: -2.1 | C: . | D: . | E: -1.0 | F: 10.3 | G: .
CN(Cc1ccccc1)C(=O)c1cccc(NC(=O)Cc2ccc(NC(=O)C3CCCN(C(=O)c4ccccc4)C3)cc2)c1 (stereo not drawn)
  A: ? | B: 0.1 | C: -11.9 | D: 1.7 | E: 5.8 | F: 9.4 | G: 12.5
CN(C)N1C(=O)CC(NNC(=O)c2ccncc2)C1=O (stereo not drawn)
  A: . | B: . | C: -1.1 | D: . | E: -0.7 | F: 16.6 | G: .
Cc1nc(-c2ccc(NS(=O)(=O)c3ccccc3)cc2)cs1
  A: -3.8 | B: . | C: -15.8 | D: -1.5 | E: -3.0 | F: -7.7 | G: -7.9
CN1CCN(c2ccc(Cl)cc2NC(=O)C2COc3ccccc3O2)CC1 (stereo not drawn)
  A: . | B: 65.5 | C: . | D: . | E: -13.4 | F: 15.7 | G: .
Cc1nnsc1C(=O)NNS(=O)(=O)c1cc(C(F)(F)F)cc(C(F)(F)F)c1
  A: 3.5 | B: 8.5 | C: -9.6 | D: 1.0 | E: 8.1 | F: 6.0 | G: 4.5
Cc1cc(NC(=O)c2cc(C)on2)no1
  A: . | B: -6.2 | C: 2.6 | D: . | E: 1.9 | F: . | G: .
O=C(NC(c1ccccc1)c1ccccc1)C1CCCN(S(=O)(=O)c2cnc[nH]2)C1 (stereo not drawn)
  A: -3.1 | B: 1.7 | C: -3.6 | D: -2.3 | E: 1.3 | F: 3.9 | G: -5.1
COc1ccc(CNC(=O)CN(Cc2ccco2)C(=O)CCC(=O)Nc2ccccn2)cc1
  A: ? | B: -1.3 | C: 3.5 | D: 0.2 | E: 7.0 | F: -15.3 | G: -1.9
COc1ccccc1N1CCN(c2cc(=O)n(Cc3ccc(F)cc3)c(=O)[nH]2)CC1
  A: 15.1 | B: -0.9 | C: . | D: 2.4 | E: . | F: 20.4 | G: 6.1
CC(C)N1CCN(Cc2ccc(Sc3nncn3C)o2)CC1CCO (stereo not drawn)
  A: -4.3 | B: -1.3 | C: 10.2 | D: -3.8 | E: 6.3 | F: -38.2 | G: 19.2
COc1ccc(Cc2noc(CN3CCN(Cc4csc(C)n4)CC3)n2)cc1OC
  A: 5.5 | B: . | C: -1.7 | D: -1.9 | E: 8.9 | F: 5.5 | G: -3.2
O=C(C1CCCO1)N1CCN(S(=O)(=O)c2ccc(Br)cc2)CC1 (stereo not drawn)
  A: 13.2 | B: -4.1 | C: 4.8 | D: -1.4 | E: . | F: 10.9 | G: 1.4
O=C(COC(=O)c1nc(Cl)ccc1Cl)NCCc1ccccc1
  A: . | B: . | C: -9.0 | D: -3.4 | E: -13.8 | F: -3.5 | G: 4.4
Cc1ccc(S(=O)(=O)N2[C@H](c3ccc(Cl)cc3)CC(=O)[C@@H]3CN(S(=O)(=O)c4ccccc4C)[C@H](c4ccc(Cl)cc4)C[C@@H]32)cc1
  A: 3.9 | B: -10.4 | C: -0.8 | D: -3.5 | E: 3.8 | F: 28.6 | G: 5.1
COc1cccc(NC(=O)CSc2nnc3cc(C)nc(N)n23)c1
  A: . | B: . | C: 22.9 | D: 0.4 | E: 1.7 | F: -15.1 | G: -6.8
COc1cccc(C#Cc2ccc3c(c2)O[C@H](CN(C)C)[C@H](C)CN([C@@H](C)CO)S3(=O)=O)c1
  A: 2.5 | B: -1.4[16.7 µM] | C: -4.0 | D: -2.4 | E: . | F: -3.8 | G: -16.8
S=C(NCCc1ccccc1)Nc1ccccc1N1CCOCC1
  A: . | B: 5.1 | C: 3.0 | D: -4.5 | E: . | F: -4.7 | G: -13.7
Oc1nc(Nc2cccc(Cl)c2)sc1/C=C1\C=Nc2ccccc21
  A: ? | B: 22.1 | C: 34.3 | D: 1.0 | E: 2.2 | F: 4.8 | G: -3.2
O=C(C[C@@H]1C=C[C@H](NC(=O)CN2CCOCC2)[C@@H](CO)O1)NC1CCC1
  A: -0.3 | B: . | C: 10.7 | D: -2.9 | E: -1.8 | F: -5.8 | G: 6.9
COc1ccc(NC(=O)CSc2nnc(CNC(=O)c3cccs3)o2)c(OC)c1
  A: -1.7 | B: -3.1 | C: -12.7 | D: -2.3 | E: . | F: -1.0 | G: -3.0
CC(=O)Cn1c2ccccc2n2nc(CCC(=O)O)c(=O)nc12
  A: 6.6 | B: -6.5 | C: 15.1 | D: -3.1 | E: -8.2 | F: -13.1 | G: 10.7
C[C@H]1CCCCO[C@@H](CN(C)CC2CC2)[C@@H](C)CN([C@@H](C)CO)C(=O)c2cc(NS(=O)(=O)c3ccccc3)ccc2O1
  A: -2.0&-1.4&-5.8 | B: -2.5&-6.9[16.7 µM] | C: 29.2&-3.8 | D: -0.6&-1.4&-0.4 | E: -1.2 | F: 0.2&-6.7&-23.6 | G: 5.7
C=CCOC(=O)C1=C[C@@H](c2coc3ccccc3c2=O)C[C@@H](OCCCCO)O1
  A: -6.0&-1.5 | B: 1.6 | C: -4.6 | D: -2.4&-1.3 | E: 3.5 | F: -26.2&-20.7 | G: -2.6&7.1
CC(C)C#Cc1cnc2c(c1)C(=O)N([C@@H](C)CO)C[C@H](C)[C@H](CN(C)C(=O)Nc1cc(F)ccc1F)O2
  A: -1.2 | B: -12.8[16.7 µM] | C: -14.3 | D: -0.2 | E: . | F: . | G: 5.1
Cc1ccc(S(=O)(=O)N(C)C[C@H]2Oc3ccc(NS(=O)(=O)c4cccs4)cc3CC(=O)N([C@@H](C)CO)C[C@H]2C)cc1
  A: 1.0 | B: 37.6[16.7 µM] | C: -8.1 | D: -0.4 | E: . | F: 17.6 | G: 0.2
CCN(C[C@@H]1N[C@H](CO)[C@H]1c1ccc(-c2ccc(F)cc2)cc1)C(=O)COC
  A: 18.7 | B: -41.7[16.7 µM] | C: 3.0 | D: -4.5 | E: -6.0 | F: -60.0 | G: 10.9
O=C(CCc1ccc(S(=O)(=O)NCCc2ccccc2)cc1)Nc1ccc2c(c1)OCCO2
  A: -9.3 | B: 62.2 | C: -14.6 | D: 2.6 | E: 4.9 | F: 28.5 | G: 7.4
CCOc1ccc(NC(=O)C2CCN(S(C)(=O)=O)CC2)cc1
  A: 0.0 | B: . | C: -6.0 | D: 0.4 | E: -1.3 | F: 10.9 | G: 8.6
COc1ccccc1CNC(=O)Cc1ccc(Br)cc1
  A: . | B: . | C: -9.6 | D: . | E: 7.3 | F: -16.5 | G: .
COCCN(C(=O)CSc1ncc(C(F)(F)F)cc1Cl)c1c(N)n(Cc2ccccc2)c(=O)[nH]c1=O
  A: 3.8 | B: . | C: -12.4 | D: 2.0 | E: -0.7 | F: -20.2 | G: 5.4
Cc1ccc(S(=O)(=O)N(C)C[C@@H]2Oc3ccc(NC(=O)Nc4c(C)noc4C)cc3C(=O)N([C@@H](C)CO)C[C@@H]2C)cc1
  A: 12.1 | B: 46.2[16.7 µM] | C: 9.8 | D: -0.7 | E: . | F: 5.8 | G: -1.3
Cc1ccc(S(=O)(=O)Nc2ccc3c(c2)C(=O)N([C@@H](C)CO)C[C@H](C)[C@@H](CN(C)Cc2ccccc2)OCCCC[C@@H](C)O3)cc1
  A: -20.9 | B: -17.9[16.7 µM] | C: -29.0 | D: 2.5 | E: 1.5 | F: -4.8 | G: 0.1
C=CCN(Cc1ccc(OC)c(OC)c1)C(=O)N1CCOCC1
  A: 0.4 | B: -4.4 | C: 53.1* | D: 0.2 | E: -0.6 | F: 5.8 | G: 1.3

In the list so far, 2 contain a COOH group.
Short keys – A = DENV2 CPE; B = miR-122 sensor; C = INS-1E GSIS act; D = CFTR F508del cor; E = FN deposit inh; F = PAX8 inh HTS; G = EWS-Fli block
CCOc1ccccc1OCC(=O)Nc1cc2c(cc1C(=O)O)OCCCO2
  A: 3.3 | B: . | C: -0.1 | D: -1.9 | E: 1.3 | F: 5.0 | G: -20.3
CC(=O)Cn1c2ccccc2n2nc(CCC(=O)O)c(=O)nc12
  A: 6.6 | B: -6.5 | C: 15.1 | D: -3.1 | E: -8.2 | F: -13.1 | G: 10.7
